From PubChem BioAssay
BRCT PPI red – inhibitors of human BRCA1 BRCT-phosphoprotein interaction (red fluorophore). BRCT-phosphopeptide binding, red fluorescence polarization. Potency, µM (series often up to 76.9 µM), inactives show at the top dose activity change, negative = inhibition, usual class: inhibitors. 75,000 tested, 0.03% active. AID 892; further: on the % scale 0 is the no-effect control and ±100 the full control effect
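Rhodamine-labelled pBACH1 10-mer (100 nM) bound to BRCT domain (100 nM) at pH 7.3; compounds incubated 12 min room temperature, polarization read. Free peptide defines full inhibition; unlabelled decapeptide titrated as control.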
Casp1 inh – caspase-1 (human) inhibition, allosteric or competitive; P29466; Caspase-1 enzyme, Ac-WEHD-AFC fluorogenic rate; Potency, µM (series often up to 57.5 µM), inactives show at the top dose activity change, negative = inhibition, most hits filed as inhibitors; 75,000 tested, 0.03% active; AID 900;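 further: potency means the concentration at half of the fitted maximal effect; plate controls were vehicle for no effect and no substrate for full effect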
Target sequence (P29466 120-297 limits assumed): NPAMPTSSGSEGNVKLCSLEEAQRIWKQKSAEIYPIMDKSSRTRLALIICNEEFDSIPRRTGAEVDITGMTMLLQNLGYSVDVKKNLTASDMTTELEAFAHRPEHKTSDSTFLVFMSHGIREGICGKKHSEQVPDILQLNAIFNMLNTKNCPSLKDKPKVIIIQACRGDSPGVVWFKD
Target sequence (P29466 317-404 limits assumed): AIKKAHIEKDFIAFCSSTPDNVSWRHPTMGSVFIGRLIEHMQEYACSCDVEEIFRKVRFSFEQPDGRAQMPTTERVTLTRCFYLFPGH
ERK AVP block – inhibitors of vasopressin-stimulated ERK signaling pathway; HEK293-V1b, vasopressin-stimulated pERK AlphaScreen; Potency, µM (series often up to 57.5 µM), inactives show at the highest dose activity, negative = inhibition, hits mostly inhibitors; 72,000 tested, 0.99% active; further: potency means the concentration at half of the fitted maximal effect; on the % scale 0 is the no-effect control and ±100 the full control effect; nearly all actives have a fitted effect of over 55% in size
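HEK293 cells stably expressing V1b receptor, seeded overnight in 1% FBS, were treated with compounds for 30 min at 37C, then stimulated 5 min with 25 nM vasopressin; phospho-ERK read by AlphaScreen SureFire after lysis.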
Luciferase inh – blocks Photinus pyralis firefly luciferase activity; purified firefly luciferase, luminescence, 8 min; AID 411; P08659; 72,000 tested, 2.2% active; Potency, µM (top dose mostly 57.1 µM), without a hit: top-dose activity change, negative = inhibition, usual class: inhibitors; further: potency means the concentration at half of the fitted maximal effect; on the % scale 0 is the no-effect control and ±100 the full control effect; nearly all actives have a fitted effect of over 40% in size
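Inhibition of light generation by firefly luciferase from ATP and luciferin was profiled with concentration-response curves per sample, ATP held at 10 uM within the enzyme's linear range. Plates were read by luminescence after an 8-minute ambient incubation.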
A350 autofl – A350 region autofluorescence | 59,000 tested, 11% active | Compound autofluorescence, 340/450 nm, Alexa 350 dye-equivalents; active compounds read high | AID 590 | max dye-equivalent concentration, M; in the data active means max dye-equivalent concentration above about 10 nM; inconclusive means mostly about 1.1 nM to 9.6 nM
Tau fil binding – binds recombinant human tau filaments. 71,000 tested, 2% active. recombinant tau filaments, thioflavin S fluorescence, 15 h; filaments grown with octadecylsulfate alongside compound. Potency, µM (top dose mostly 57.1 µM), inactives show at the top dose activity change, negative = inhibition;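 further: potency means the concentration at half of the fitted maximal effect; on the % scale 0 is the no-effect control and ±100 the full control effect; actives lower thioflavin S fluorescence by blocking filaments or displacing dye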
Target sequence (P10636 whole entry, looked up): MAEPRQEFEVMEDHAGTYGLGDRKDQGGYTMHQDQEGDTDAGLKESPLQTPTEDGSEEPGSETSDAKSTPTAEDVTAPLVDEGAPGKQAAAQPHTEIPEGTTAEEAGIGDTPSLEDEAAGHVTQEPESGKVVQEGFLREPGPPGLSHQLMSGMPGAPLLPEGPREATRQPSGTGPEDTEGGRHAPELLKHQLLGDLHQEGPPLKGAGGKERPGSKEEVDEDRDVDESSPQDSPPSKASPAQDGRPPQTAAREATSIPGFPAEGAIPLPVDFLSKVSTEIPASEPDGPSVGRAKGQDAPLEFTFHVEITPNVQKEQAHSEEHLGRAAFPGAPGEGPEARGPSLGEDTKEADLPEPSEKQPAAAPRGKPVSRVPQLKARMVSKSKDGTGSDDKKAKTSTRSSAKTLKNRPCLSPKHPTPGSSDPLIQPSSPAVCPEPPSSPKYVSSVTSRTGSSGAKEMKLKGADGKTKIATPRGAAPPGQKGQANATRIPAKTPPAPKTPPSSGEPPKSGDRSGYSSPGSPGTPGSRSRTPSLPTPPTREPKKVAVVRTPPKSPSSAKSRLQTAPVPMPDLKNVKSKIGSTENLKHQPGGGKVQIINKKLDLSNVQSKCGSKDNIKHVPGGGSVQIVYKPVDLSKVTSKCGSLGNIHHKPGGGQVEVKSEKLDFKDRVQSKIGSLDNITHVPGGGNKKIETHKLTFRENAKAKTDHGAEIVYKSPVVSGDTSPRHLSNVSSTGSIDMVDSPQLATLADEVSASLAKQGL
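Recombinant tau protein (human, 1 uM final) plus 30 uM ODS in HEPES pH 7.4 with NaCl, DTT and thioflavine S. Compound present from the start; fluorescence at 510 nm after 15 h, 37 C.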
HEK293 cAMP ctrl – raises cAMP in parental HEK293 cells, TSHR agonist counter-screen. parental HEK293 CNG cAMP sensor, membrane potential fluorescence. Potency, µM (top dose mostly 57.1 µM), inactives show at the top dose activation, most hits filed as activators. 73,000 tested, 2.5% active; further: potency means the concentration at half of the fitted maximal effect; % of control where 0% means no effect; nearly all actives have a fitted effect of over 55% in size
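Parental HEK 293 cells stably expressing a modified CNG channel (no TSHR) report cAMP rise as membrane depolarization. Membrane potential dye with 100 uM RO 20-1724 was loaded for 60 min at room temperature, then compound added for 30 min; fluorescence read at 590 nm.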
USP2a inhib – blocks human ubiquitin-specific protease USP2a; 60,000 tested, 0.1% active; Potency, µM (top dose mostly 38.3 µM), for the others: top-dose activity change, negative = inhibition, hits mostly inhibitors; O75604; USP2a enzymatic assay, qHTS inhibition;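 further: potency means the concentration at half of the fitted maximal effect; nearly all actives have a fitted effect of over 60% in size; plate controls were DMSO for no effect and NEM full inhibition control for full effect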
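USP2 core (20 nM final) was preincubated with compound for 30 min at RT in 20 mM Tris-HCl pH 8.0, 2 mM CaCl2, 2 mM beta-mercaptoethanol; Ub-PLA2 (20 nM) plus NBD C6-HPC (20 uM) then added, fluorescence read after 2.5 h.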
CRE Fsk mod – modulators of forskolin-stimulated CRE signaling in CHO cells. CHO CRE-bla reporter (cAMP response element driving beta-lactamase), forskolin EC10, beta-lactamase ratio. Potency, µM (doses to about 38.2 µM), inactives show at the highest dose activity change, negative = inhibition, actives largely listed as activators. 71,000 tested, 2.5% active. AID 662; active means well fitted activation curve with a large enough effect in the signal ratio, with a control signal flat, not every such curve was filed as active; inconclusive means small, poorly fitted or top-dose-only effect, or effect the other way, or a change in a side signal; the % refers to the signal ratio; further: potency means the concentration at half of the fitted maximal effect; % of control where 0% means no effect
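The 460nm/530nm emission ratio after CCF4 loading defined %Activity, from which AC50 values were obtained. CRE-bla CHO cells received compound dilution series together with an EC10 level of NKH 477 for 3 hours at 37 degrees Celsius.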
Caspase-7 inhib – allosteric or competitive inhibitors of human caspase-7 | P55210 | recombinant caspase-7, Ac-DEVD-AFC fluorescence rate | Potency, µM (doses to about 57.5 µM), for inactives: at the highest dose activity change, negative = inhibition, hits mostly inhibitors | 75,000 tested, 0.02% active; active means well fitted inhibition curve with a large enough effect in the main read-out, with a control signal flat, not every such curve was filed as active; inconclusive means small, poorly fitted or top-dose-only effect, or a change in a side signal; further: potency means the concentration at half of the fitted maximal effect; % of control where 0% means no effect
BRCT PPI green – BRCA1 BRCT-phosphoprotein interaction inhibition. P38398. BRCA1 BRCT-phosphopeptide binding, green fluorescence polarization. Potency, µM (top dose mostly 76.9 µM), without a hit: top-dose activity change, negative = inhibition, most hits filed as inhibitors. 75,000 tested, 0.05% active;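 further: potency means the concentration at half of the fitted maximal effect; plate controls were peptide without protein for full effect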
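Compounds were incubated for 12 min at room temperature with a complex of 100 nM fluorescein-tagged pBACH1 decapeptide and 250 nM His-tagged BRCT protein. Buffer was phosphate pH 7.3 with EDTA, DTT and Tween 20. Disruption of binding lowers the polarization signal.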
* hit, by the source's call; i = inactive; ? = inconclusive; . = not tested or not shown; [ ] = another dose, or the depositor's remark. Unless noted, the call rests on the fitted dose curve; in most records, active means well fitted curve in the direction sought with a large enough effect; inconclusive means small, poorly fitted or top-dose-only effect, or another doubt; inactive means no such curve, though single readings can be large; an effect the other way counts as inactive or inconclusive.

Compound	Casp1 inh	BRCT PPI green	CRE Fsk mod	BRCT PPI red	ERK AVP block	Luciferase inh	USP2a inhib	HEK293 cAMP ctrl	Caspase-7 inhib	A350 autofl	Tau fil binding
Cn1cccc1C(=O)N1CCC2(CC1)CCN(c1ncccn1)CC2	-1.5%	-0.7%	-5.4%	-0.1%	?	3.0%[11.4 µM]	12.6%	-3.6%	0.1%	i	6.6%
O=C(Nc1ccc(-c2noc(COc3ccccc3Cl)n2)cc1)c1ccco1	-3.7%	1.7%	15.2%	0.6%	23.0%	?	17.8%	-4.2%	-4.9%	i	3.16µM*
O=C(CC(c1ccccc1)c1ccccc1)NCCO	-2.2%	-2.7%	?	1.3%	-7.4%	3.3%	8.6%[7.66 µM]	3.8%[11.4 µM]	2.7%	.	-4.0%[11.4 µM]
COc1cc(C2CC(=O)Nc3ccccc3S2)cc(OC)c1OC (stereo unspecified)	-0.8%	-1.4%	16.8%	1.9%	?	-0.8%	5.1%	-8.4%	0.5%	i	1.1%
CC(=O)NC1=NC(=O)/C(=C/N2CCOCC2)S1	-7.0%	0.6%	-1.8%	-1.0%	1.9%	2.0%	-4.6%	-0.7%	-6.9%	5.52e-08M*	2.8%
C=CC[C@@H]1C=C[C@H](O/N=C(\C)CCN2CCCc3nc(C)c(C)cc32)[C@H](CO)O1	-5.2%[11.5 µM]	-1.0%[15.4 µM]	.	1.3%[15.4 µM]	27.3%[11.5 µM]	-1.4%[11.4 µM]	.	-3.4%[11.4 µM]	-11.3%[11.5 µM]	.	.
CC(=O)c1cccc(NC(=O)N2CCCC2C(=O)NCc2ccc(C)cc2)c1 (stereo unspecified)	1.8%	-0.7%	-6.7%	-0.3%	-7.3%	1.0%	151.9%[activator]	-2.4%	0.1%	i	-12.9%
Cc1ccc(-c2nnc(SCC(=O)Nc3ccc4c(c3)OCCO4)n2N)cc1	1.3%	-1.1%	-1.0%	1.8%	4.4%	3.1%	-6.6%	-0.8%	3.7%	i	150.9%
Nc1ccccc1S[C@@H](C[N+](=O)[O-])c1ccc2c(c1)OCO2	-1.0%[11.5 µM]	0.9%[15.4 µM]	-4.4%[7.6 µM]	0.0%[15.4 µM]	?	-8.0%[11.4 µM]	.	-1.8%[11.4 µM]	-1.6%[11.5 µM]	i	2.5%[11.4 µM]
CCSc1nc2ccccc2n1CC(N)=O	-0.2%	-4.1%	-6.6%	0.3%	-3.1%	-1.3%	-12.4%	0.2%	-0.4%	i	0.3%
Cc1ccc(Cn2ncc3c(N4CCCC4)ncnc32)cc1	0.2%	3.9%	?	-1.2%	?	-2.4%	-9.9%	1.4%	-0.1%	i	4.8%
COc1ccccc1C(=O)n1nc(-c2ccco2)nc1N	-1.1%	-0.1%	?	-0.7%	3.4%	-0.2%	-1.8%	-4.2%	0.0%	i	18.4%
CC(=O)Nc1nc2c(c3c1c(=O)oc1ccccc13)CCCCC2	0.3%	-0.9%	11.5%	0.1%	7.4%	1.5%	0.4%	7.9%	-0.3%	2.15e-08M*	6.8%
O=C(NC1CCCCC1)N1CCCC(c2nc3ccccc3[nH]2)C1 (stereo unspecified)	0.5%	-0.5%	-6.5%	0.1%	-24.5%	-1.5%	1.6%	10.0%	3.7%	i	3.8%
CC(C)CC(NC(=O)C1CCC(C)CC1)C(=O)Nc1cccnc1 (stereo unspecified)	-3.3%	-2.2%	?	-0.6%	4.0%	-0.8%	6.6%	7.1%	-0.3%	i	-12.9%
Cn1c(=O)c2c(nc(CN3CCc4ccccc4C3)n2CC(=O)c2ccccc2)n(C)c1=O	?	10.0%	3.4%	1.7%	-18.3%	1.0%	48.8%[activator]	?	-20.1%	i	96.8%
Cn1cccc1Cc1nnc(SCC(=O)N2CCN(c3ccccc3)CC2)n1-c1ccc(F)cc1	-2.5%	-1.5%	-5.3%	1.2%	8.5%	0.0%	20.8%	-0.9%	0.8%	i	-6.9%
CCOC(=O)c1c(C)[nH]c(C)c1-c1ccccc1OC	-2.2%	-2.3%	-4.6%	0.1%	-11.6%	6.1%	9.7%	4.8%	0.3%	?	0.2%
Cc1nnc(SCC(=O)NCCN2C(=O)CSC2=O)s1	1.2%	-1.7%	?	-0.1%	8.3%	0.2%	-3.1%	3.7%	-0.6%	i	9.0%
c1ccc(Cn2nnc3c(N4CCc5ccccc5C4)ncnc32)cc1	0.2%	-0.4%	-10.5%	-0.4%	23.2%	1.5%	-11.5%	?	-5.1%	i	22.0%
COc1ccc(CNC(=O)C2CCNCC2)cc1	0.3%	-0.8%	-5.9%	-0.8%	1.9%	0.0%	-5.3%	-1.2%	-0.9%	i	-13.1%
COc1ccc(CCNC(=O)CSc2nnc(-c3cccc(F)c3)o2)cc1OC	-1.8%	-1.2%	5.3%	-0.8%	4.3%	2.1%	-0.5%	-9.9%	0.9%	i	6.1%
CCCCn1c(SCC(=O)NC(=O)NCc2ccco2)nc2cc(S(N)(=O)=O)ccc21	-3.5%	-0.2%	?	-3.6%	?	-18.3%	23.8%	16.6%	-19.1%	i	14.7%
COc1ccccc1Nc1nnc(SCC(=O)N2CCCC2=O)s1	1.2%	-2.9%	?	-0.7%	0.2%	20µM*	4.0%	-11.1%	-2.6%	?	3.8%
CC1CCCCC1N=CC1=C(O)CC(C)(C)CC1=O (stereo unspecified)	0.6%	-1.8%	8.8%	-0.4%	-20.7%	-0.2%	-5.4%	-0.8%	0.1%	.	-8.6%
CCN1CCN(S(=O)(=O)c2ccc(OC)c(Br)c2)CC1	0.3%	-2.3%	-2.1%	-3.0%	5.2%	0.2%	-9.9%	?	2.2%	1.18e-08M*	-18.4%
O=C(Nc1cccnc1)c1cnc2ccccc2n1	-0.5%	-2.1%	-0.1%	-0.2%	11.5%	-6.0%	13.8%	-1.6%	3.0%	i	-7.0%
Oc1ccccc1-c1nnc(COc2ccc(Cl)cc2Cl)o1	-2.8%	0.3%	5.6%	-2.4%	.	12.6µM*	.	11.0%	-3.9%	.	81.8%
O=C(CCS(=O)(=O)Cc1ccccc1F)NCCCN1CCCCC1	-4.3%	-0.1%	-8.4%	-0.5%	23.0%	0.4%	2.1%	0.8%	-2.1%	i	4.5%
Cc1cccc(N(C)S(=O)(=O)c2ccc3c(c2)CCC(=O)N3)c1	-0.2%	0.7%	1.6%	-1.2%	-0.3%	4.5%	9.8%	0.7%	-1.6%	?	3.3%
O=C(CNCC1CCCO1)Nc1ccc(N2CCCCCC2)cc1 (stereo unspecified)	-0.8%	-2.4%	-3.5%	-1.7%	?	-1.8%	1.5%	-17.1%	0.2%	i	31.6µM*
CC(C)OC(=O)CCC1(C(=O)O)CCC(=O)NC1 (stereo unspecified)	1.3%	0.8%	-1.9%	1.2%	-5.3%	0.4%	-6.3%	4.2%	1.0%	i	1.5%
CC(=O)c1ccccc1NS(=O)(=O)c1c(C)nn(-c2ccccc2)c1C	-1.6%	1.1%	?	0.7%	?	1.0%	1.0%	12.1%	-3.5%	i	-3.4%
O=C(CCc1ccccc1)n1nc(-c2ccccc2)nc1NCc1ccco1	-1.2%	-1.9%	-4.5%	0.0%	-4.2%	1.2%	-3.9%	19.6%	-0.4%	i	-4.7%
CC1CCCCN1CCNC(=O)C1CCN(S(=O)(=O)N2CCCCC2)CC1 (stereo unspecified)	-0.5%	0.3%	12.1%	-2.0%	2.8%	2.3%	-4.4%	-0.5%	-1.5%	?	5.7%
CC(C)(C)C(=O)CSc1nccc(=O)[nH]1	3.3%	-2.4%	?	-0.2%	9.3%	-0.6%	1.5%	16.6%	0.1%	i	1.4%
CCC(=O)N1CCc2cc(S(=O)(=O)CCC(=O)O)ccc21	-1.1%	-0.5%	-6.8%	0.3%	-4.5%	3.8%	-2.2%	2.4%	-0.8%	i	1.5%
Cc1ccc(NCc2nnc(SCC(=O)c3ccccc3)o2)c(C)c1	-0.6%	-1.7%	-18.5%	-0.3%	?	-3.6%	6.8%	-10.5%	-3.2%	i	-22.6%
COc1ccc(CCN2C(=NC(=O)CCC(=O)O)SC3CS(=O)(=O)CC32)cc1OC (stereo unspecified)	2.4%	-2.3%	-7.0%	-0.3%	-12.0%	12.6µM*	-3.6%	2.1%	-1.2%	i	7.6%
COc1ccccc1N1CCN(c2cc(=O)n(-c3ccccc3Cl)c(=O)[nH]2)CC1	0.1%	0.3%	?	0.6%	4.3%	-2.4%	-2.2%	5.9%[2.29 µM]	-0.8%	i	18.8%
